Bioassay records: PubChem, several laboratories
FXIIa inh: blocks human coagulation factor XIIa protease activity; P00748; purified FXIIa, Boc-QGR-AMC fluorogenic substrate, 2 h; inhibition, % at 5 µM; 220,000 compounds, 0.3% hits; AID 800; in the data active = inhibition above about 40%;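 note: 0% = enzyme with no compound and 100% = blank without enzyme; many of its hits are not listed in these tables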
Target sequence (P00748 20-372 limits assumed): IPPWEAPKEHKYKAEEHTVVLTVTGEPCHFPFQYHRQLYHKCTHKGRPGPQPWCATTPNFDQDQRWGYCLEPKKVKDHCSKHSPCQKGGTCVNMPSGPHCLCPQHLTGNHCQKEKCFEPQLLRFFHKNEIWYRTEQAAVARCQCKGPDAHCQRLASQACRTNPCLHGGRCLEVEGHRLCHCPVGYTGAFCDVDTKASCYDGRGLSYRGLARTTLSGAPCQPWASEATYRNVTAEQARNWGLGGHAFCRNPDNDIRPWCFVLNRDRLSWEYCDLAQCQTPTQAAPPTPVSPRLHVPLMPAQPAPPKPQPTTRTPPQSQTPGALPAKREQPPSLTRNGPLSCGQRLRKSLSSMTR
Target sequence (P00748 373-615 limits assumed): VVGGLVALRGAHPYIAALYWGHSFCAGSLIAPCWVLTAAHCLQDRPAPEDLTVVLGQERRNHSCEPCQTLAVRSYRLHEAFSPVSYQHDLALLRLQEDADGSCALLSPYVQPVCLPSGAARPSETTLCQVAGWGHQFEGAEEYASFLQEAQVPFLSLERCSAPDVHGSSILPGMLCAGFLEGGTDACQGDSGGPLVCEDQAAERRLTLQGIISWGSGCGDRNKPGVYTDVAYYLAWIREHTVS
Rad51 HR inh: Rad51 (human) homologous recombination inhibition | Q06609 | hRad51 DNA strand exchange, fluorescence dequenching | 200,000 compounds, 0.085% hits | inhibition, % at 10 µM;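 active = inhibition above 40% at the single screening dose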;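 note: 0% = DMSO control wells and 100% = blanks with heterologous ssDNA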
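Material: hRad51 filaments on single-stranded DNA; Reagent: Donor/quencher-labelled 47-bp dsDNA substrate; Compound: 10 µM final, single point; Schedule: 37 °C 15-min filament assembly, 30-min compound preincubation, 15-min exchange; Technique: FRET fluorescence, excitation 485 nm, emission 520 nm; Benchmarks: control wells and blank wells on each plate.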
TNF death inh: TNF-alpha cell death inhibition in Jurkat FADD-/- cells | Jurkat FADD-/- TNF necroptosis rescue, ATP luminescence, 24 h; 0 = TNF only, 100 = no-TNF cells | 220,000 compounds, 0.068% hits | activation (protection from cell death), % at 10 µM | AID 463075;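 active = activation, meaning protection from cell death, of at least 50% relative to plate controls; inactive = activation below 50%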;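 note: necroptosis triggered by 40 ng/mL TNF-alpha added together with compound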
zVAD death inh: L929 zVAD cell death inhibition | L929 zVAD necroptosis rescue, ATP luminescence, 24 h; with zVAD 60 µM | viability rescue, % at 10 µM | 220,000 compounds, 0.38% hits | AID 1377;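 active = activation, scaled between plate controls, above about 75%, limit read from the data; inactive = activation under that limit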;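 note: 0% = zVAD with DMSO and 100% = DMSO alone without zVAD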
FXIa inh: factor XIa (human) inhibition. purified FXIa, Boc-Glu-Ala-Arg-AMC fluorogenic substrate. 220,000 compounds, 0.14% hits. inhibition, % at 5 µM. P03951. AID 798;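 active = inhibition of at least 40%; inactive = inhibition below 40%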;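 note: fluorescence of freed AMC excited at 355 nm; 0% = enzyme without compound and 100% = no enzyme blank; many of its hits are not listed in these tables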
Thrombin inh: blocks human thrombin protease activity. P00734. alpha-thrombin, Boc-VPR-AMC fluorogenic substrate cleavage. inhibition, % at 5 µM. 220,000 compounds, 0.26% hits. AID 1046;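 active = inhibition at or above 40%; inactive = inhibition below 40%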;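 note: 0% = enzyme with no compound and 100% = wells without enzyme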
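Material: human alpha-thrombin protein. Incubation: reaction at ambient temperature. Technique: fluorescence of released AMC, ex 355 nm, em 460 nm. Control set: no-compound enzyme wells and no-enzyme blanks. Also added: Boc-VPR-AMC substrate, 15 µM final. Buffer or medium: pH 7.5 Tris (50 mM) with NaCl 150 mM, Tween 20 0.05%.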
Cl transport mod: KCC2 (human) Cl- transport modulation; Q9H2X9; KCC2 cells, thallium flux FluoZin-2 fluorescence; B-score of Tl+ flux slope (higher = more flux/activation; lower = inhibition) at 10 µM; 190,000 compounds, 2.2% hits;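 active = thallium flux slope and its plate-corrected score both differing from the plate sample mean at a set confidence after two filtering rounds, in either direction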;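 note: slope of fluorescence scaled to starting intensity during 10 to 20 s after thallium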
Hck-Nef inh: human Hck-Nef kinase inhibition. 220,000 compounds, 0.68% hits. P08631. inhibition, % at 20 µM. Recombinant Hck-YEEI plus Nef, Z-Lyte FRET kinase assay;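 active = Hck-Nef kinase inhibition above about 50%, limit read from the data; inactive = inhibition below that limit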;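 note: 0% = DMSO with Hck plus Nef and 100% = Hck alone without Nef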
hK5 inh: blocks human kallikrein 5 protease activity | 210,000 compounds, 0.59% hits | inhibition, % at 5 µM | Q9Y337 | recombinant hK5, fluorogenic AMC substrate cleavage;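 active = inhibition of 40% or more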;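 note: 0% = enzyme controls without compound and 100% = no-enzyme blanks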
Target sequence (Q9Y337 67-293 limits assumed): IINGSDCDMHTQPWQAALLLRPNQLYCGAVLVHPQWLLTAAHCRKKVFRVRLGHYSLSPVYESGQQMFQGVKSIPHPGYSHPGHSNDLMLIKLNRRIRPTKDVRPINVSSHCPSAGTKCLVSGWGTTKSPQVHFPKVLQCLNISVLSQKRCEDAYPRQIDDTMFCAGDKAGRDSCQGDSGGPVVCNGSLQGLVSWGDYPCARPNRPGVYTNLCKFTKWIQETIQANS
The depositor's hits bear a star; / = not tested or not shown. This is a subset (hit frequency here may not be typical).

SMILES | Hck-Nef inh | Thrombin inh | TNF death inh | FXIIa inh | FXIa inh | Cl transport mod | hK5 inh | zVAD death inh | Rad51 HR inh
COc1cc2ncnc(NCc3ccccc3)c2cc1OC | 19 | -1 | -3.8 | 7 | -5 | 0.68 | -1 | 1.1 | -3
CCOC(=O)C1=C(C)NC(=O)NC1c1ccc(NC(C)=O)cc1 (stereo not drawn) | 0 | -5 | -2.2 | 13 | 0 | -0.026 | 15 | -0.1 | -2
COc1ccc(C(=O)NN2C(=O)C3CCC(C)(C2=O)C3(C)C)cc1 (stereo not drawn) | 1 | -4 | -2.0 | 10 | 5 | -0.79 | -19 | 0.1 | 7
COC(=O)COc1ccc(NC(=O)Cn2nc(-c3ccccc3)c3ccccc3c2=O)cc1 | 5 | 2 | 0.7 | 1 | 0 | -0.44 | -3 | 0.8 | /
O=C(CSc1nc(-c2ccco2)cc(C(F)(F)F)n1)NC1CCCC1 | 0 | -8 | -0.5 | 4 | -7 | / | -4 | 1.4 | 0
Cc1ccc2nc(C)cc(Cl)c2c1 | 15 | -24 | -1.9 | 6 | 0 | -0.029 | -1 | 1.4 | 4
O=C(Nc1cccc2c1C(=O)NC2=O)c1ccccc1[N+](=O)[O-] | 2 | 0 | -4.0 | 5 | 11 | 0.22 | -4 | 0.3 | 17
O=C(/C=C/c1ccc(F)cc1)NCCNC(=O)/C=C/c1ccc(F)cc1 | 18 | -5 | 0.0 | 8 | 1 | 0.064 | 3 | 3.1 | /
COc1cc(/C=C(\C#N)c2ccccn2)ccc1OCC(=O)Nc1cccc(C(F)(F)F)c1 | 18 | 1 | -0.2 | 15 | 22 | 0.38 | -13 | 1.0 | 19
COc1ccc([N+](=O)[O-])cc1N(CC(=O)NCCCOC(C)C)S(C)(=O)=O | -3 | 3 | 0.1 | 18 | -2 | 0.24 | -20 | 17 | -21
CCCCCC(=O)Nc1cccc(C2=NOC3(C2)C[C@H](C(N)=O)N(C(=O)CC)C3)c1 (stereo partly drawn) | 28 | -4 | 2.3 | 5 | 0 | -0.048 | 1 | -0.8 | 4
COCCCn1cn[nH]c1=S | 18 | -8 | -0.2 | 22 | 28 | -0.096 | 63* | -3.3 | -45
CCOC(=O)c1c(NC(=S)N2CCOCC2)sc2c1CCN(C(=O)OCC)C2 | -4 | -6 | -17 | 5 | -17 | -2.5 | 10 | 31 | -9
O=C(COCC(=O)N1CCOCC1)N1CCOCC1 | 6 | 0 | 0.5 | 14 | 2 | / | 18 | 0.0 | /
OC(COCC1COc2ccccc2O1)CN1CCc2ccccc2C1 (stereo not drawn) | 2 | 4 | 3.4 | -3 | 0 | -0.033 | 3 | -0.2 | 2

Next records follow:
SMILES | Hck-Nef inh | Thrombin inh | TNF death inh | FXIIa inh | FXIa inh | Cl transport mod | hK5 inh | zVAD death inh | Rad51 HR inh
C=C(Cl)COC(=O)[C@H]1C2C=CC(C2)C1C(=O)O (stereo partly drawn) | 1 | -1 | -2.1 | 9 | -4 | 0.29 | -3 | 0.1 | 1
O=C(Nc1cc(C(F)(F)F)ccc1F)C1CCC1 | 6 | 4 | 5.6 | 3 | 6 | -0.15 | -10 | -0.1 | 3
COC(=O)c1ccc(NC(=O)CCn2c(=O)oc3ccccc32)cc1 | 2 | 0 | 3.0 | 6 | -5 | / | -8 | 11 | -12
O=C(CC(=O)NC1CCCCC1)N/N=C/c1ccc(Cl)cc1 | -2 | -2 | -1.0 | 3 | -3 | 0.0029 | 0 | 0.5 | 6
O=C(Cn1nc(-c2ccc(Cl)cc2)c2ccccc2c1=O)NCC1CCCO1 (stereo not drawn) | -1 | 2 | -1.3 | 16 | 3 | -0.26 | 0 | -0.1 | -3
CCn1c(=O)c(C(=O)NNS(=O)(=O)c2ccc(Br)cc2)c(O)c2ccccc21 | 23 | -4 | -0.6 | 6 | 0 | / | -19 | 7.0 | -6
Cc1ccc2c(CC(=O)OC(C)C(=O)Nc3ncc(Cl)cc3Cl)coc2c1 (stereo not drawn) | 0 | -18 | 1.9 | 9 | 4 | -1 | -7 | 0.2 | 1
Cc1ccccc1Oc1nc(-c2ccccn2)nc2ccccc12 | 13 | -3 | -4.2 | 9 | 4 | -1.1 | -5 | 0.8 | 21
c1ccc(-c2nn3c(C4COc5ccccc5O4)nnc3s2)cc1 (stereo not drawn) | 1 | / | -0.4 | / | / | 1.3 | / | 0.4 | /
COc1cc(C2C3=C(CCCC3=O)Nc3c2c(C)nn3-c2cccc(C)c2)cc(OC)c1O (stereo not drawn) | -16 | -7 | 1.9 | 7 | 5 | -0.48 | 4 | 2.0 | /
CC(C)CCn1c(-c2nonc2N)nc2ccccc21 | -10 | 1 | -1.7 | 8 | 1 | -0.42 | -7 | 0.5 | 2
CCCN(C(=O)c1ccccc1N)c1c(C)n(C)n(-c2ccccc2)c1=O | -2 | 1 | -0.2 | 9 | -4 | 0.078 | 6 | -0.5 | -7
C=C(C)C1Cc2c(C)nn(-c3cccc4ccccc34)c2C1 (stereo not drawn) | -1 | -10 | -1.1 | 19 | -2 | 0.05 | -24 | 0.5 | 3
CC(C)C(NC(=O)C1CCC(C(C)(C)C)CC1)C(=O)NCCCN1CCCCC1 (stereo not drawn) | 3 | 0 | 0.6 | 8 | -4 | 1.3 | -10 | -1.2 | 29
O=C(NCc1ccccn1)c1cc(-c2ccc(Cl)cc2)oc1C(F)(F)F | 10 | 2 | 0.5 | 12 | 3 | -1.6 | 3 | 0.6 | 19

3 of the entries above in order of their number in hK5 inh, low to high:
SMILES	hK5 inh
CCn1c(=O)c(C(=O)NNS(=O)(=O)c2ccc(Br)cc2)c(O)c2ccccc21	-19
O=C(Nc1cc(C(F)(F)F)ccc1F)C1CCC1	-10
O=C(CC(=O)NC1CCCCC1)N/N=C/c1ccc(Cl)cc1	0

(cont.)
SMILES | Hck-Nef inh | Thrombin inh | TNF death inh | FXIIa inh | FXIa inh | Cl transport mod | hK5 inh | zVAD death inh | Rad51 HR inh
CC1(C)CC(=O)C(C2C3=C(CC(C)(C)CC3=O)Oc3ccccc32)C(=O)C1 (stereo not drawn) | 16 | -2 | 1.7 | 7 | 1 | 0.23 | 3 | 0.9 | 8
Cc1cccc(NC(=S)NN2CCOCC2)c1C | -2 | 20 | -0.1 | 18 | 13 | / | 26 | 0.8 | /
Cc1nc(Cl)c(S(N)(=O)=O)c(C)c1Cl | 13 | -14 | 0.5 | -4 | 2 | 1.9 | -7 | 2.8 | -1
CCN(CC(=O)Nc1ccc(N2CCOCC2)cc1)C(=O)c1ccc(C(F)(F)F)cc1 | 6 | 3 | -0.5 | 10 | 3 | 0.24 | 2 | -0.9 | 7
COCCCNC(=O)c1ccc([N+](=O)[O-])c(Cl)c1 | 3 | -4 | 1.5 | 12 | 5 | 0.086 | -22 | 0.2 | 3
CCN(CC)c1ccc(/C=N/n2c(C)cc(C)cc2=O)cc1 | 4 | -16 | 0.3 | 0 | 6 | -0.039 | 6 | 0.1 | 4
Nc1ccc(N2CCCCC2)c(S(=O)(=O)Nc2ccccc2Cl)c1 | -5 | 3 | 1.2 | 10 | 3 | -0.18 | 2 | -0.4 | 20
CCC(C(=O)NC1CCCC1)N(Cc1ccco1)C(=O)Cn1nnc(-c2ccc(C)cc2)n1 (stereo not drawn) | 1 | -7 | 0.8 | 4 | 3 | / | -25 | 0.0 | 0
CC12CN3CC(C)(CN(C1)C3c1ccc(Br)cc1O)C2 (stereo not drawn) | -1 | 1 | -1.0 | 9 | -11 | -0.014 | -4 | 2.3 | -9
O=C(COc1ccc(Cl)cc1)N(Cc1ccco1)C1CCS(=O)(=O)C1 (stereo not drawn) | 5 | -4 | 0.4 | 6 | -7 | 0.1 | -2 | 0.9 | -6
CC1(C)CC(=O)C(C=NCc2ccc3c(c2)OCO3)=C(O)C1 | 8 | 4 | 1.6 | 16 | 2 | 0.067 | 4 | -0.1 | -4
COC(=O)c1ccccc1NC(=O)Cn1cnc2c(cnn2-c2ccc(C)c(C)c2)c1=O | -7 | / | 0.0 | / | / | 0.39 | / | / | -17
Nc1cnn(C2OC(CO)C(O)C2O)c(=O)n1 (stereo not drawn) | 21 | -4 | 0.2 | 2 | 2 | -0.052 | -4 | 0.1 | 12
C=C(C)CN(CC)CCC(=O)Nc1ccc(OC)cc1OC | 0 | 1 | 0.9 | 6 | 6 | 0.0064 | 9 | 0.6 | -4
CN(C)c1oc(-c2ccccc2Cl)nc1S(=O)(=O)c1ccccc1 | 1 | -8 | -0.4 | 0 | -10 | -0.23 | 5 | -0.3 | 8

Additional records
SMILES | Hck-Nef inh | Thrombin inh | TNF death inh | FXIIa inh | FXIa inh | Cl transport mod | hK5 inh | zVAD death inh | Rad51 HR inh
COc1cccc(NC(=O)Nc2ccc(C)c(Cl)c2)c1 | 15 | 3 | 2.2 | 7 | -7 | -0.81 | -5 | 64 | -9
CNC(=O)CSc1nnc(-c2cccs2)o1 | 3 | -1 | 0.8 | 16 | 0 | 0.74 | -2 | 0.4 | 9
COc1ccc2oc(-c3ccc(C)c(NC(=O)CSc4ccc(Cl)cc4)c3)nc2c1 | 1 | -3 | -1.2 | 12 | -5 | / | -19 | 0.1 | 6
CCNC(=O)CN1C(=O)NC2(CCCc3cc(OC)ccc32)C1=O (stereo not drawn) | -2 | 3 | 0.7 | 16 | 6 | 0.87 | -4 | -0.3 | 3
CCCCn1c(=O)[nH]c(=O)c2c1nc(-c1ccccc1F)n2Cc1ccccc1 | -28 | -6 | -0.3 | / | 1 | -2.7 | 0 | 1.6 | -1
COCC(=O)Nc1ccc(C(C)C)cc1 | -16 | -7 | 0.7 | 32 | 5 | 0.32 | -14 | -0.3 | 3
CCOC(=O)c1c(C)[nH]c(C)c1C=O | 20 | -9 | -1.2 | 2 | -7 | 0.22 | -1 | 18 | 5
Cn1c(=O)c2ncn(CC(=O)O)c2n(C)c1=O | 14 | 2 | 1.1 | 12 | 12 | 1 | 3 | 0.2 | 11
CC(C)c1ccc(CNc2c([N+](=O)[O-])c(=O)oc3ccccc23)cc1 | 10 | -4 | -0.2 | 7 | 4 | 0.55 | 10 | -1.3 | -4
O=C(c1ccc([N+](=O)[O-])cc1)N(Cc1ccc(Cl)cc1)N1C(=O)CCCC1=O | 2 | -6 | 1.6 | -1 | -8 | / | -5 | -2.5 | -1
Cc1nn(Cc2ccc([N+](=O)[O-])cc2)c(=O)n1-c1ccc(Cl)cc1 | -4 | 5 | 2.7 | -8 | -4 | 2.2 | -21 | 2.4 | 9
Cc1ccc(Cn2ncc3c(N4CCN(c5ccc(C)cc5)CC4)ncnc32)cc1 | -2 | -2 | -2.6 | 8 | 16 | / | 4 | 5.2 | /
O=C(c1ccccc1)c1cc2ccccc2o1 | -1 | 2 | -4.1 | 5 | 27 | / | -11 | 0.7 | 2
CCOC(CNC(=O)c1ccc(N2CCc3ccccc32)c([N+](=O)[O-])c1)OCC | 2 | -9 | 0.5 | 9 | 3 | -1.6 | -8 | 0.6 | 5
